# OTUD3 inh = inhibitors of human OTUD3 deubiquitinase; AID 1645858, 2021; OTU domain-containing protein 3 (Homo sapiens), Q5T2D3; inhibition, % at 25 µM; purified OTUD3, Ub-rhodamine fluorescence, 2 h; 47,000 tested, 0.7% active
# USP7 inh = inhibitors of human USP7 deubiquitinase; 47,000 tested, 0.3% active; Ubiquitin carboxyl-terminal hydrolase 7 (Homo sapiens), Q93009; inhibition, % at 20 µM; purified USP7, Ub-rhodamine cleavage fluorescence
# Target sequence (Q93009 whole entry, looked up): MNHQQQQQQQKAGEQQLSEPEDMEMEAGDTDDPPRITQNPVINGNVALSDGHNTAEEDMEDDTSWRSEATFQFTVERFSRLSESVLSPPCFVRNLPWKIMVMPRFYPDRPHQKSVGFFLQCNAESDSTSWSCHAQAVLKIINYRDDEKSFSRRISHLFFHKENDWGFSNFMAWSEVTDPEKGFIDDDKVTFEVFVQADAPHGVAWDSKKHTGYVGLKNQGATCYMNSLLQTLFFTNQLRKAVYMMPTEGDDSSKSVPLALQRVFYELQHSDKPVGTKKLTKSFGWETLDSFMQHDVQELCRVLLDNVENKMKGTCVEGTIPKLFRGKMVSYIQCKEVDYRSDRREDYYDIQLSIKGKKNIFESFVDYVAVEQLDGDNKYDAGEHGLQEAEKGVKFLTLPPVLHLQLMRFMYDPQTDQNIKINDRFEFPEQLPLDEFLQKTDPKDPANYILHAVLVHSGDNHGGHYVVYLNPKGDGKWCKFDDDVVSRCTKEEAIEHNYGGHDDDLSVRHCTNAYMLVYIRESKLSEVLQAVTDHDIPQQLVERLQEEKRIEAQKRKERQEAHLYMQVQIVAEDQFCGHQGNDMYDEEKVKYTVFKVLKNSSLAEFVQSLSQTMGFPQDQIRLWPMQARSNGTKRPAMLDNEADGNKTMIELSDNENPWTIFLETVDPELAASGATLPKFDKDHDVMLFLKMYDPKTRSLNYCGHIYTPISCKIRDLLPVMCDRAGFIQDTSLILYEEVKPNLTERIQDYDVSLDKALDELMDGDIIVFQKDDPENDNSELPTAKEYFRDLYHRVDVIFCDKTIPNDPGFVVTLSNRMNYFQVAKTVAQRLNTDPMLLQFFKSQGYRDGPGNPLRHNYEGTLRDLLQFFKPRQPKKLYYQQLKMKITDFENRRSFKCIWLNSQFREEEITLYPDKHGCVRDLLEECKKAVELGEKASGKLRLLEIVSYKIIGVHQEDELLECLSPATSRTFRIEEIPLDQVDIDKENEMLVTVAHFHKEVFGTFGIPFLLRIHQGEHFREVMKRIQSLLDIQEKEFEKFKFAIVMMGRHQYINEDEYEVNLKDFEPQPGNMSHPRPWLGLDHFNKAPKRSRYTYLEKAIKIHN
# USP17 block = inhibitors of human USP17 deubiquitinase. 47,000 tested, 6.5% active. Ubiquitin carboxyl-terminal hydrolase 17-like protein 5 (Homo sapiens), A8MUK1. purified USP17, Ub-rhodamine cleavage fluorescence, 3 h. inhibition, % at 50 µM
# USP8 inh = inhibitors of human USP8 deubiquitinase | Ubiquitin carboxyl-terminal hydrolase 8 (Homo sapiens), P40818 | purified USP8, Ub-rhodamine cleavage fluorescence, 30 min | inhibition, % at 20 µM | 47,000 tested, 4.2% active | AID 1645853, 2021
# UCHL1 block = inhibitors of human UCHL1 deubiquitinase; purified UCHL1, Ub-rhodamine cleavage fluorescence; AID 1645859, 2021; 47,000 tested, 0.2% active; inhibition, % at 20 µM; Ubiquitin carboxyl-terminal hydrolase isozyme L1 (Homo sapiens), P09936
# USP28 inh = inhibitors of human USP28 deubiquitinase. Ubiquitin carboxyl-terminal hydrolase 28 (Homo sapiens), Q96RU2. purified USP28, Ub-rhodamine cleavage fluorescence, 30 min. inhibition, % at 25 µM. 47,000 tested, 3% active. AID 1645857, 2021
# USP30 block = inhibitors of human USP30 deubiquitinase; 47,000 tested, 5.3% active; purified USP30, Ub-rhodamine cleavage fluorescence; inhibition, % at 25 µM; AID 1645860, 2021; Ubiquitin carboxyl-terminal hydrolase 30 (Homo sapiens), Q70CQ3
# USP10 block = inhibitors of human USP10 deubiquitinase; AID 1645856, 2021; 47,000 tested, 1.1% active; purified USP10, Ub-rhodamine fluorescence, 60 min; inhibition, % at 20 µM
# Numbers without * were called inactive; i = inactive; / = not tested or not shown. No stated cut-off is given here; in the data, active means inhibition above about 30%; inactive means the rest.
cpd	OTUD3 inh	USP7 inh	USP17 block	USP8 inh	UCHL1 block	USP28 inh	USP30 block	USP10 block	Structure
1	5	5	10	0	2	2	8	1	CC(NC(=O)c1ccc2ncnc(N3CCOCC3)c2c1)c1ccccc1 (centres undefined)
2	14	-96	16	16	4	15	28	1	CN1C(=O)SC(Cc2ccc3c(c2)OCO3)C1=O (centres undefined)
3	22	6	14	5	2	15	23	3	CCCNc1c(NC(=O)C2CC(=O)N(c3ccccc3)C2)c(=O)oc2ccccc12 (centres undefined)
4	5	12	9	13	3	13	20	5	O=C(C1CCN(S(=O)(=O)c2ccc3ccccc3c2)CC1)N1CCc2ccccc21
5	-50	-23	-109	-123	-23	-69	-246	-10	COC(=O)C1CC23C=CCN4CCC5(c6ccccc6NC15C2C)C43 (centres undefined)
6	1	1	0	-15	1	0	-4	1	O=C([C@H]1C[C@@H]2CN(Cc3ccccc3)C[C@H]1O2)N1CCOCC1
7	3	-38	6	-2	4	0	9	3	Cc1cc(OCC(=O)Nc2ccc(C#N)cc2)nc(N2CCCCCC2)n1
8	-12	-3	-5	1	-2	-6	-8	1	c1ccc(-c2ncc(-c3ccncc3)c(C3CCCNC3)n2)cc1 (centres undefined)
9	-12	-18	3	0	0	37*	-27	-6	O=C(NCc1ccccc1CN1CCCC1)c1cccc2cccnc12
10	-1	-5	2	-6	0	-3	2	1	O=S(=O)(Nc1ccccn1)c1ccc(Cl)c2ccccc12
11	-33	-9	-37	0	-12	-36	-145	-1	Cc1ccc(-c2sc(-c3ccccc3)nc2CC(=O)Nc2sccc2C(N)=O)cc1
12	0	0	0	-3	-2	-3	-1	-1	CN(C)C(=O)c1sc2ncccc2c1C1CN(Cc2ccn[nH]2)CCO1 (centres undefined)
13	10	-2	-5	10	3	7	10	0	Cc1ccc2c(c1)N(C(=O)Cn1cc(S(=O)(=O)N3CCCCC3)ccc1=O)CCO2
14	-47	-7	-46	-24	-9	-50	-157	-6	COCCCNc1c(C#N)c2c(c3nncn13)CN(C(C)C)CC2
15	-1	5	0	-13	0	-17	-44	7	CC(=O)c1ccc(N2CCN(C(=O)c3[nH]nc4c3COc3ccccc3-4)CC2)cc1
16	-160	-137	-139	-288	-158	-260	i	-2	Cc1ccc(C)c(-n2c(C)cc(/C=C3/C(=N)N4C(c5ccc(F)cc5)=CSC4=NC3=O)c2C)c1
17	1	2	0	-2	-4	/	/	0	O=C(Nc1ccc(Cl)cc1)C1Cn2ccnc2C2(CCNCC2)O1 (centres undefined)
18	6	6	11	16	6	7	23	-1	CC1CCN(C(=O)CN2CCC3(CC2)CN(S(C)(=O)=O)Cc2ccccc2O3)CC1
19	9	5	3	-4	3	15	-1	5	O=c1c(SCc2cccc(F)c2)nccn1-c1ccc2c(c1)OCCO2
20	5	7	2	1	1	2	13	2	CC(C)(C)CC(=O)N1CCc2cc(-c3csc(NC(=O)c4ccccn4)n3)ccc21
21	2	-1	-2	-2	-2	6	-2	0	CCc1ccc(NC(=O)Cc2nnc(-c3cnccn3)o2)cc1
22	1	5	/	-11	4	7	13	-1	COc1cc(C)c(S(=O)(=O)Nc2cnc(N3CCCC3)nc2)cc1C
23	-7	-7	-17	-7	-3	-8	-23	-1	Cc1cc(-c2ccc(C)c(S(=O)(=O)CCC(=O)N3CCCCC3)c2)on1
24	0	-3	-8	-4	-1	9	6	-5	CCn1c(=O)cc(OCC(=O)NCc2ccc(Cl)cc2)c2ccccc21
25	4	7	-2	8	5	3	11	2	COc1ccc(NS(=O)(=O)c2ccc(-c3coc(C)n3)cc2)cc1
26	-2	-6	-16	-4	-3	-16	-5	-3	O=C(c1cnn(-c2ccccc2)c1C1CC1)N1CCCCCC1
27	2	2	-8	-97	0	-4	7	-1	CN1CCN(c2nc(N3CCN(C)CC3)c3cnn(C)c3n2)CC1
28	-6	-5	-20	-22	-3	-14	-47	-6	CN(C)C(=O)c1cccc(CN2CCCC2c2noc(C3CC3)n2)c1 (centres undefined)
29	9	-1	10	13	1	0	0	0	COc1cccc(-c2cccc(CC3CN(C(=O)Cc4cccnc4)CCNC3=O)c2)c1 (centres undefined)
30	-6	-13	2	5	10	-22	-138	-3	CC(=O)Nc1ccc(S(=O)(=O)N/N=C/C(C)=C/c2ccco2)cc1
31	10	4	-28	-276	2	10	-62	0	C#CCNC(=O)CC[C@H]1CNC(=O)[C@@H]2[C@@H](CCN2C2CCOCC2)N1C
32	1	-1	-14	-30	-4	-7	-188	-2	Cc1ccc(-c2c[n+](CC(=O)c3cccs3)c3n2CCC3)cc1
33	0	0	2	7	-3	-2	1	1	CN1CCN(C(=O)c2cc(-c3cccnc3)n(-c3ccc(F)cc3)n2)CC1
34	6	4	2	18	3	9	20	-2	Cc1cc(C)c(S(=O)(=O)NCCc2cn3cccc(C)c3n2)cc1C
35	14	5	9	4	2	7	17	-2	O=C(CSc1n[nH]c(-c2ccccc2Cl)n1)NCC1CCCO1 (centres undefined)
36	19	4	17	6	6	9	24	12	O=C(/C=C/c1ccccc1)N(Cc1ccc2c(c1)OCO2)C1CCCC1
37	-4	10	0	2	2	-8	-13	9	Fc1cccc(Nc2ncnc3c2oc2ccccc23)c1
38	7	-84	7	-6	0	11	11	4	O=C1CC(c2ccc(F)cc2)c2c(n[nH]c2-c2ccccc2)O1 (centres undefined)
39	19	5	12	25	2	3	24	19	Cc1cccc(NC(=O)Cn2c(=O)n(-c3cc(C)cc(C)c3)c(=O)c3sccc32)c1
40	-2	-1	-2	15	-3	-3	-24	-7	CN=C(Nc1cccnc1)c1cccc(C(F)(F)F)c1
41	0	2	-6	-14	-2	-4	1	0	CC1CCN(S(=O)(=O)c2cc3ccccc3oc2=O)CC1
42	2	0	6	4	0	10	-2	1	CCn1nc(CNC(=O)c2ccc3c(c2)OCO3)c2ccccc21
43	-4	-4	22	1	-3	-8	18	0	O=C(COC(=O)c1ccc2c(c1)OCCO2)NCCc1ccc(F)cc1
44	1	-1	7	1	0	/	/	1	O=c1c2ccccc2cnn1CC(O)c1ccccc1F (centres undefined)
45	0	0	/	-4	-2	-3	-5	0	Cn1cnc(S(=O)(=O)N2C[C@H]3CC[C@@H](Oc4cccnc4)[C@H]3C2)c1
46	-2	0	2	-2	-2	-6	-4	0	Cc1cc(S(N)(=O)=O)cc(NC(=O)CCCSc2nc3ccccc3[nH]2)c1C
47	-14	-7	-18	20	-2	-10	-42	-3	Cc1ccc(C2CN(c3ccccc3)CC2C(=O)c2ccc(F)cc2)cc1 (centres undefined)
48	6	0	8	0	4	1	7	4	O=C(c1cccnc1)N1CCCC(c2cc(-c3ccccc3)n[nH]2)C1 (centres undefined)
49	-8	-1	3	-7	-5	-6	-54	6	Cc1oc(-c2ccccc2)nc1Cn1nnc(-c2nc(-c3ccc(F)cc3)no2)c1C
50	3	2	3	6	-1	1	4	1	COC(=O)c1ccccc1S(=O)(=O)N1CCN(Cc2nnnn2-c2ccccc2)CC1
51	-2	-3	2	-43	32*	13	0	11	COc1cccc(C(CC(=O)Nc2ccc3c(c2)OCCO3)n2cccc2)c1 (centres undefined)
52	-104	-77	-65	-17	-68	-112	-463	-10	N#Cc1ccc(Cl)cc1NC(=O)COC(=O)c1c2c(nc3ccccc13)CCN(Cc1ccccc1)C2
53	0	-9	-2	-3	-4	-7	0	0	Cc1cc(F)ccc1N1C(=O)CN(S(C)(=O)=O)CC1(C)C(=O)NC1CCCCC1 (centres undefined)
54	-4	-1	-26	-75	2	-9	-17	3	O=C(Cc1ccc([N+](=O)[O-])cc1)Nc1ccc(N2CCCCC2)cc1
55	12	9	15	37*	7	11	41*	14	CCOC(=O)c1cnc2c(cnn2C)c1NCc1cccc(C(F)(F)F)c1
56	12	0	17	29	1	13	16	0	Cc1cc(N)n(-c2ccc(Cl)c(Cl)c2)c(=O)n1
57	-3	-4	-1	1	-2	0	-2	0	CC1CCN(C(=O)c2ccc(-n3cc(CNC(=O)C(C)C)cn3)cc2)CC1
58	-120	-57	-123	-58	-40	-201	i	-5	COc1ccc(C(=O)[C@@H]2[C@H](C(=O)OC(c3ccccc3)c3ccccc3)N3c4ccccc4C=CC3[C@@]23C(=O)Nc2ccccc23)cc1OC (some centres undefined)
59	-24	-4	-20	-18	-10	-31	-101	-4	CNCC(=O)N1CCCC1c1ccnc(Nc2cnccn2)n1 (centres undefined)
60	-4	0	3	5	0	-6	0	2	COc1cc(C2CCN(C(=O)Nc3ccccn3)CC2)on1

# The list continues:
cpd	OTUD3 inh	USP7 inh	USP17 block	USP8 inh	UCHL1 block	USP28 inh	USP30 block	USP10 block	Structure
61	0	-1	0	-5	-1	0	6	-1	Cn1ccc(C(=O)N2CCC3(CC2)CC(c2ccccc2)CO3)n1 (centres undefined)
62	18	5	-26	-193	1	8	27	2	c1ccc(-c2nc(-c3cccnc3)n[nH]2)cc1
63	6	4	-10	-56	1	7	7	0	O=C(Nc1ccccc1)c1nc2c(s1)CCN(C(=O)c1cccnc1)CC2
64	-4	-7	-11	0	-2	-13	-50	-3	Cc1cc(-c2nnc(C3CCC3)o2)c(C)n1CC(=O)Nc1ccccc1F
65	-1	0	-7	8	-1	-3	-20	-2	Cc1nnc2c(NC3CCN(Cc4ccccc4)CC3)nc3ccccc3n12
66	-4	-6	-6	-11	-1	-8	-19	7	Cc1cc(C)c(S(=O)(=O)N2CCOCC2)cc1NS(=O)(=O)c1cccc(C(=O)Nc2ccccc2)c1
67	82*	1	8	0	4	3	17	2	Cc1ncncc1C(=O)N1CCCC(C)(c2ncc(Cc3cccc(F)c3)o2)C1 (centres undefined)
68	-69	-38	-80	-49	-37	-84	-305	-2	CN1CCc2c(C#N)c(NCc3ccncc3)n3cnnc3c2C1
69	-109	-57	-63	22	-47	-130	i	-12	COC(=O)c1cc2c(ccn2C)n1Cc1cccc(F)c1
70	-19	-3	-46	-17	-6	-32	-85	-1	CN(Cc1nc2ccccc2s1)C(=O)c1ccc(=O)[nH]c1
71	15	1	11	-20	9	22	24	11	CC(C)N(c1ccccc1)c1ccc(NC(=O)c2ccccc2[N+](=O)[O-])cc1
72	-9	-182	3	-2	8	34*	-5	1	O=C(Nc1ccc(Cl)c(Cl)c1)c1cccc(N2CCCCS2(=O)=O)c1
73	-10	-2	-6	-4	-1	-7	-2	-2	CCc1cccc2c(CN3CCc4c(nc(C)[nH]c4=O)C3)c[nH]c12
74	-8	-44	-7	-1	-5	-10	-22	-2	COc1cccc(-c2nc(-c3ccc(N4CCOCC4)cc3)no2)c1
75	13	-8	19	20	-3	28	6	-3	Cc1cc(C(=O)Nc2cnc(N3CCCCC3)nc2)no1
76	5	-3	18	4	4	/	/	1	O=C(c1ccc(N2C(=O)CCS2(=O)=O)cc1)N(Cc1ccccc1)c1ccccc1
77	-2	-2	18	4	0	-9	-3	4	CN1C(=O)OC[C@@H]2CCN(S(=O)(=O)c3ccc(C(F)(F)F)cc3)C[C@H]21
78	2	8	5	8	1	1	-31	-12	Cc1ccc(-c2csc3ncnc(Oc4ccc5c(c4)OCO5)c23)cc1
79	13	3	/	39*	-2	8	17	0	CC(C)CNc1ncnc2c1sc1nc(-c3ccccc3)c3c(c12)CCC3
80	0	-7	-1	0	1	5	10	5	O=C(c1noc2c1CCCC2)N1CCCC(c2ccc3cn[nH]c3n2)C1 (centres undefined)
81	-5	-1	-11	-17	0	-2	-25	-7	CCOC(=O)N1CCC(=O)N(CC)C[C@H]2CN(C)c3ccccc3[C@@H]21
82	0	1	2	3	0	-3	0	3	Cn1nnc2c(Nc3ccc4c(c3)OCCO4)ncnc21

# An excerpt from above in order of number of heavy atoms, ascending:
cpd	OTUD3 inh	USP7 inh	USP17 block	USP8 inh	UCHL1 block	USP28 inh	USP30 block	USP10 block	Structure
62	18	5	-26	-193	1	8	27	2	c1ccc(-c2nc(-c3cccnc3)n[nH]2)cc1
40	-2	-1	-2	15	-3	-3	-24	-7	CN=C(Nc1cccnc1)c1cccc(C(F)(F)F)c1
69	-109	-57	-63	22	-47	-130	i	-12	COC(=O)c1cc2c(ccn2C)n1Cc1cccc(F)c1
27	2	2	-8	-97	0	-4	7	-1	CN1CCN(c2nc(N3CCN(C)CC3)c3cnn(C)c3n2)CC1
5	-50	-23	-109	-123	-23	-69	-246	-10	COC(=O)C1CC23C=CCN4CCC5(c6ccccc6NC15C2C)C43 (centres undefined)
31	10	4	-28	-276	2	10	-62	0	C#CCNC(=O)CC[C@H]1CNC(=O)[C@@H]2[C@@H](CCN2C2CCOCC2)N1C
1	5	5	10	0	2	2	8	1	CC(NC(=O)c1ccc2ncnc(N3CCOCC3)c2c1)c1ccccc1 (centres undefined)
46	-2	0	2	-2	-2	-6	-4	0	Cc1cc(S(N)(=O)=O)cc(NC(=O)CCCSc2nc3ccccc3[nH]2)c1C
67	82*	1	8	0	4	3	17	2	Cc1ncncc1C(=O)N1CCCC(C)(c2ncc(Cc3cccc(F)c3)o2)C1 (centres undefined)
76	5	-3	18	4	4	/	/	1	O=C(c1ccc(N2C(=O)CCS2(=O)=O)cc1)N(Cc1ccccc1)c1ccccc1
